HSF1 activator = increases HSF-1 driven luciferase reporter signal; AID 504408; 300,000 compounds, 1.7% hits; activation, % at 9 µM; NIH3T3-HGL HSF-1 luciferase reporter, MG132, 8 h; 100% = twice DMSO control signal;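 active = mean replicate activation of at least 50% with a set share of replicates each reaching 50%; inconclusive = only one of those two conditions met; inactive = mean below 50% and too few replicates reaching it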;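 also: 0% = median of the neutral control wells and 100% = twice that signal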
HSF1 inhib = HSF1 inhibition; activity change, negative = inhibition, % at 7.5 µM (by protocol); NIH3T3-HGL HSE-luciferase, MG132-induced, luminescence 8 h; hits give low values; AID 2098; 300,000 compounds, 0.77% hits;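 active = more than half of replicate wells show activity change below -50%, luminescence cut by over half; inconclusive = some wells, but at most half, below -50%; inactive = no replicate well below -50%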;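 also: luciferase reports HSF-1 transcriptional activity via heat shock element; 0% = median of DMSO wells and -100% = zero luminescence signal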
HSP90 inh = blocks HSP90-mediated luciferase refolding in reticulocyte lysate; inhibition, % at 5.6 µM; 290,000 compounds, 0.91% hits; Rabbit reticulocyte lysate, luciferase refolding luminescence, 3 h;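 active = inhibition above the screen-wide mean plus 3 SD, computed separately per campaign, cut at about 16% in these data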;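 also: 0% = DMSO wells and 100% = 60 µM geldanamycin wells; inhibitors lower the luminescence because luciferase stays unfolded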
KLF5 inh = suppresses KLF5 promoter-driven expression. DLD-1 KLF5 promoter-luciferase reporter, luminescence. inhibition, % at 5 µM. 290,000 compounds, 0.23% hits. AID 1700;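 active = inhibition above a per-plate limit of that plate's mean compound inhibition plus 3 SD, cut at about 60% in these data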;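 also: 0% = DMSO wells and 100% = LY294002 at 200 µM; higher means less KLF5 promoter-driven luciferase light; inactives centre near -14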
aSyn 5UTR inh = 5' untranslated region of α-synuclein, MLPCN primary screen; alpha-synuclein 5'UTR reporter, inhibitor activity; inhibition, % (tested at 7.5 µM); 300,000 compounds, 0.82% hits; in the data active = inhibition above about 60%; inconclusive = no clear call, values can overlap the other calls;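 also: H4 neuroglioblastoma cells stably carrying SNCA 5'UTR luciferase fusion; 0% = DMSO wells and 100% = positive control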
Platelet DG rel = platelet dense granule release activity | human platelet-rich plasma, SFLLRN dense granule ATP release, luminescence | inhibition, %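 (compounds screened at 7.5 µM in platelet-rich plasma)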 | 300,000 compounds, 0.22% hits | AID 1663;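 active = mean replicate score, as percent of positive control, at or above 50; inconclusive = mean below 50 but at least one replicate at or above 50; inactive = mean and every replicate below 50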
HDAC3 inhib = inhibitors of human histone deacetylase 3. recombinant HDAC3, fluorogenic peptide/trypsin coupled, fluorescence. O15379. 320,000 compounds, 0.15% hits. inhibition, % at 8.3 µM; in the data active = inhibition above about 26%, passing the limit was not always enough; inconclusive = no clear call, values can overlap the other calls
Target sequence (O15379 whole entry, looked up): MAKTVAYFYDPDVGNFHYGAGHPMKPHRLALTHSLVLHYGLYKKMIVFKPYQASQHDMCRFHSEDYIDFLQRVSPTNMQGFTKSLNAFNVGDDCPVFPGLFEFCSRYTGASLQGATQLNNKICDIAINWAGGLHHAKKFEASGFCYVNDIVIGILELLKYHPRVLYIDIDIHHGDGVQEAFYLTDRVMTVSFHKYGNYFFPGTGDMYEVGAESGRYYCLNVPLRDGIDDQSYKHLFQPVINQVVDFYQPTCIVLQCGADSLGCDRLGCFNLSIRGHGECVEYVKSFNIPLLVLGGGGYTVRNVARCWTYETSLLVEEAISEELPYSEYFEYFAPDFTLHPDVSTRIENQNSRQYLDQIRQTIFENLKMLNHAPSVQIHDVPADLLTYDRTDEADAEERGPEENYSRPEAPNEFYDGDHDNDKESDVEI
AI-2 QS mod = modulates the Vibrio harveyi AI-2 quorum sensing system | 300,000 compounds, 0.4% hits | Vibrio harveyi JMH597 AI-2 luminescence/OD600 ratio, 9 h; hits give low values; strain lacks LuxN and CqsS sensors; 0 = neutral-control median | activity change, % at 7.5 µM; in the data active = activity change below about -75%, passing the limit was not always enough; inconclusive = no clear call, values can overlap the other calls;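 also: luminescence divided by OD600 gain over 9 h not by final OD600 alone; inactives centre near 13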
HIF activator = HIF pathway transcriptional activation | U2OS HRE-luciferase reporter, luminescence; normalized: DMSO 0%, desferrioxamine 100% | activation, % at 7.5 µM (by protocol) | 300,000 compounds, 0.32% hits | AID 1910;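 active = mean activation of at least 10% of the iron chelator positive control signal, with at least half of replicates also reaching 10%; inconclusive = mean and replicate majority disagree about reaching 10%; inactive = mean and most replicates under 10%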
IEC-6 cytotox = IEC-6 cytotoxicity, counter-screen for KLF5 inhibitors; luminescence viability; inhibition, % at 5 µM; 290,000 compounds, 0.78% hits; in the data active = inhibition above about 22%;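 also: 0% = plate median of test compound wells and 100% = cytotoxic reference compound wells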
The depositor's hits bear a star.

Screening O=C(Cc1ccccc1[N+](=O)[O-])NNC(=O)Nc1ccc2c(c1)OCO2 returned HSF1 activator 17, HSF1 inhib 1, HSP90 inh 4, KLF5 inh -18, aSyn 5UTR inh 18, Platelet DG rel -4, HDAC3 inhib 6, AI-2 QS mod -8, HIF activator 0.7 and IEC-6 cytotox -3.
`O=C(COC(=O)/C=C/c1ccc(Cl)cc1)Nc1ccccc1` gave HSF1 activator 3, HSF1 inhib 1, HSP90 inh 0, KLF5 inh -22, aSyn 5UTR inh -5, Platelet DG rel 0, HDAC3 inhib -5, AI-2 QS mod 6, HIF activator -0.4 and IEC-6 cytotox -7.
CCOC(=O)c1c(C)[nH]c(C)c1S(=O)(=O)N1CCN(c2ccc(F)cc2)CC1 was read as HSF1 activator 63*, HSF1 inhib 28, HSP90 inh -2, KLF5 inh 0, aSyn 5UTR inh 5, Platelet DG rel -4, HDAC3 inhib -2, AI-2 QS mod 20 and IEC-6 cytotox -1.
Screening CCn1c2ccccc2n2c(=O)c(=O)n(CC(=O)Nc3ccc(C(C)C)cc3)nc12 returned HSF1 activator -60, HSF1 inhib inconclusive, HSP90 inh -2, KLF5 inh -15, aSyn 5UTR inh 9, Platelet DG rel -12, HDAC3 inhib -5, AI-2 QS mod 14, HIF activator -2.0 and IEC-6 cytotox 4.
O=C1CSC(c2cn(-c3ccccc3)nc2-c2cc3ccccc3oc2=O)N1Cc1cccnc1 (stereo not drawn) was read as HSF1 activator 1, HSF1 inhib 4, HSP90 inh 6, KLF5 inh -26, aSyn 5UTR inh 38, Platelet DG rel -1, HDAC3 inhib -7, AI-2 QS mod 14, HIF activator -0.4 and IEC-6 cytotox -4.
For O=C1CCCN1CC1CCCN(Cc2nc(COc3ccccc3)no2)C1 (stereo not drawn) the results were HSF1 activator -1, HSF1 inhib 1, HSP90 inh -3, KLF5 inh 15, aSyn 5UTR inh 2, Platelet DG rel -9, HDAC3 inhib 1, AI-2 QS mod 8, HIF activator -0.1 and IEC-6 cytotox -8.
Screening CCOC(=O)N1CCN(Cc2nc3cc(NC(=O)CC)ccc3n2CC)CC1 returned HSF1 activator -48, HSF1 inhib -47, HSP90 inh -3, KLF5 inh -5, aSyn 5UTR inh -18, Platelet DG rel -10, HDAC3 inhib 4, AI-2 QS mod 17, HIF activator -3.1 and IEC-6 cytotox 3.
For Cc1cccc2sc(NNC(=O)C3COc4ccccc4O3)nc12 (stereo not drawn) the results were HSF1 activator -90, HSF1 inhib -87*, HSP90 inh -4, KLF5 inh -3, aSyn 5UTR inh -20, Platelet DG rel -7, HDAC3 inhib -3, AI-2 QS mod 14, HIF activator 0.2 and IEC-6 cytotox 8.
Screening O=c1c2ccccc2cnn1CCOc1cccc(Br)c1 returned HSF1 activator 94*, HSF1 inhib 55, HSP90 inh -2, KLF5 inh -157, aSyn 5UTR inh -153, Platelet DG rel -6, HDAC3 inhib 1, AI-2 QS mod -47, HIF activator 2.6 and IEC-6 cytotox -2.
`CCOC(=O)c1c(NC(=O)C[n+]2ccc(Cc3ccccc3)cc2)sc(C)c1C` gave HSF1 activator 19, HSF1 inhib 0, HSP90 inh -1, KLF5 inh -42, aSyn 5UTR inh 9, Platelet DG rel -9, HDAC3 inhib 2, AI-2 QS mod 7, HIF activator -0.1 and IEC-6 cytotox -3.
For CCOc1ccc2nc(NC(NC(=O)CC)(C(=O)OC)C(F)(F)F)sc2c1 (stereo not drawn) the results were HSF1 activator 9, HSF1 inhib 3, HSP90 inh 1, KLF5 inh -14, aSyn 5UTR inh -47, Platelet DG rel 20, HDAC3 inhib -8, AI-2 QS mod 0, HIF activator -0.3 and IEC-6 cytotox 3.
CCC(C)(C(=O)NC1CCCCC1)N(Cc1ccco1)C(=O)c1cnccn1 (stereo not drawn) was read as HSF1 activator 11, HSF1 inhib -1, HSP90 inh 1, KLF5 inh -11, aSyn 5UTR inh -14, Platelet DG rel 2, HDAC3 inhib 3, AI-2 QS mod 13, HIF activator -0.3 and IEC-6 cytotox -2.
`COc1ccc(Cc2nnc(SCC(=O)c3ccc4c(c3)NC(=O)CO4)o2)cc1` gave HSF1 activator 0, HSF1 inhib -1, aSyn 5UTR inh 6, Platelet DG rel 1, HDAC3 inhib 0, AI-2 QS mod 8 and HIF activator -0.7.
For CCCCNc1c2c3c(cccc3n(C)c1=O)C(=O)c1ccccc1-2 the results were HSF1 activator inconclusive, HSF1 inhib 29, HSP90 inh 0, KLF5 inh -35, aSyn 5UTR inh 14, Platelet DG rel 6, HDAC3 inhib 15, AI-2 QS mod 8, HIF activator 1.4 and IEC-6 cytotox 1.
For O=C(Nc1ccc(N2CCOCC2)cc1)C1CCCCC1 the results were HSF1 activator 17, HSF1 inhib 0, HSP90 inh -1, KLF5 inh -44, aSyn 5UTR inh -51, Platelet DG rel -9, HDAC3 inhib -4, AI-2 QS mod 30, HIF activator 1.2 and IEC-6 cytotox 1.
`O=C(N/N=C/c1ccccc1OC(F)F)c1cc(-c2ccncc2)nc2ccccc12` gave HSF1 activator 0, HSF1 inhib 8, HSP90 inh 1, KLF5 inh -19, aSyn 5UTR inh 43, Platelet DG rel 2, HDAC3 inhib -4, AI-2 QS mod 10, HIF activator 1.2 and IEC-6 cytotox -2.
For CS(=O)(=O)c1ccc(Sc2nc3ccccc3[nH]2)c([N+](=O)[O-])c1 the results were HSF1 activator 5, HSF1 inhib 5, HSP90 inh -1, KLF5 inh -68, aSyn 5UTR inh -8, Platelet DG rel 1, HDAC3 inhib -3, AI-2 QS mod 3, HIF activator 0.3 and IEC-6 cytotox -1.
Cc1cccc2cc(C#N)c(NCCNC(=S)NCCCN3CCOCC3)nc12 was read as HSF1 activator 5, HSF1 inhib -6, HSP90 inh 2, KLF5 inh -13, aSyn 5UTR inh -6, Platelet DG rel 0, HDAC3 inhib -7, AI-2 QS mod 10, HIF activator 0.1 and IEC-6 cytotox -3.
`O=c1c2cn(Cc3ccc(F)cc3)c3ccc(F)cc3c-2nn1Cc1ccc(F)cc1` gave HSF1 activator 12, HSF1 inhib 0, HSP90 inh -1, KLF5 inh -40, aSyn 5UTR inh 5, Platelet DG rel 6, AI-2 QS mod 35, HIF activator -1.2 and IEC-6 cytotox 2.
For CCOc1ccccc1NC(=O)CN1C(=O)COc2ccc(C)cc21 the results were HSF1 activator 6, HSF1 inhib 11, HSP90 inh 0, KLF5 inh -29, aSyn 5UTR inh 17, Platelet DG rel -1, HDAC3 inhib 1, AI-2 QS mod 23, HIF activator 0.1 and IEC-6 cytotox -2.
For Cc1ccc(SCC(=O)N=C2NC(=O)CS2)cc1 the results were HSF1 activator 24, HSF1 inhib 1, HSP90 inh 2, KLF5 inh -1, aSyn 5UTR inh 1, Platelet DG rel 1, AI-2 QS mod 19, HIF activator 0.2 and IEC-6 cytotox 5.
For O=C(NCc1ccccc1)C(c1ccccc1)N(C(=O)c1csnn1)C1CCCC1 (stereo not drawn) the results were HSF1 activator 0, HSF1 inhib -3, HSP90 inh -2, KLF5 inh -16, aSyn 5UTR inh -15, Platelet DG rel 2, HDAC3 inhib 0, AI-2 QS mod 22, HIF activator 0.3 and IEC-6 cytotox -8.
For COC(=O)NCN1C(=O)C2C3C=CC(C3)C2C1=O (stereo not drawn) the results were HSF1 activator 17, HSF1 inhib -2, HSP90 inh 3, KLF5 inh -20, aSyn 5UTR inh -4, Platelet DG rel -2, HDAC3 inhib -2, AI-2 QS mod 12, HIF activator -0.8 and IEC-6 cytotox 1.
For COc1cccc(-c2nc(C(=O)NCCCN3CCOCC3)cc3c2[nH]c2ccccc23)c1 the results were HSF1 activator -2, HSF1 inhib -1, HSP90 inh -1, KLF5 inh 3, aSyn 5UTR inh -22, Platelet DG rel 1, HDAC3 inhib -20, AI-2 QS mod -7, HIF activator 0.2 and IEC-6 cytotox 4.
CCC1CCCCN1CCCNC(=O)c1cn(C)c2ccc(S(=O)(=O)N(C)C3CCCCC3)cc2c1=O (stereo not drawn) was read as HSF1 activator 0, HSF1 inhib 2, HSP90 inh -5, KLF5 inh -16, aSyn 5UTR inh 6, Platelet DG rel -1, HDAC3 inhib 11, AI-2 QS mod 11, HIF activator -0.2 and IEC-6 cytotox 9.
`CCCn1c(C)cc(C(=O)COC(=O)CN=C2NS(=O)(=O)c3ccccc32)c1C` gave HSF1 activator -9, HSF1 inhib -1, HSP90 inh 2, KLF5 inh -2, aSyn 5UTR inh 16, Platelet DG rel 2, HDAC3 inhib 5, AI-2 QS mod 3, HIF activator -0.4 and IEC-6 cytotox 6.
COc1ccccc1/C=C1\SC(=S)N(CCC(=O)NNC(=O)c2ccccc2O)C1=O was read as HSF1 activator -3, HSF1 inhib -6, HSP90 inh 6, KLF5 inh 1, aSyn 5UTR inh -2, Platelet DG rel 8, HDAC3 inhib 5, AI-2 QS mod 14, HIF activator 0.2 and IEC-6 cytotox 1.
Screening Cc1ccc(NC(=S)NC(NC(=O)Cc2cccc3ccccc23)C(Cl)(Cl)Cl)cc1 (stereo not drawn) returned HSF1 activator -15, HSF1 inhib -15, HSP90 inh 5, KLF5 inh -3, aSyn 5UTR inh -20, Platelet DG rel -7, HDAC3 inhib -3, AI-2 QS mod 20, HIF activator -0.5 and IEC-6 cytotox 0.
Screening Cc1ccccc1-n1ncc2c1CC(C)(C)CC2NC(=O)CCCN1CCCC1=O (stereo not drawn) returned HSF1 activator -7, HSF1 inhib 1, HSP90 inh -6, KLF5 inh -60, aSyn 5UTR inh -5, Platelet DG rel 17, HDAC3 inhib -1, AI-2 QS mod 13, HIF activator 0.3 and IEC-6 cytotox 2.
For CN1CCN(C(=O)c2c(O)c3cccc4c3n(c2=O)CCC4)CC1 the results were HSF1 activator 2, HSF1 inhib 1, HSP90 inh 2, KLF5 inh -12, aSyn 5UTR inh 14, Platelet DG rel 0, HDAC3 inhib 8, AI-2 QS mod -1, HIF activator -0.3 and IEC-6 cytotox 1.
For O=[N+]([O-])c1nn(-c2ccc3c(c2)OCCO3)n(O)c1=NC1CCCCC1 the results were HSF1 activator -4, HSF1 inhib 3, HSP90 inh 1, KLF5 inh -89, aSyn 5UTR inh -64, Platelet DG rel -9, HDAC3 inhib -2, AI-2 QS mod 36, HIF activator 1.7 and IEC-6 cytotox 4.
For COc1ccc(-c2ccc(S(=O)(=O)N3CCCC3)cc2)cc1 the results were HSF1 activator 19, HSF1 inhib -3, HSP90 inh 1, KLF5 inh -2, aSyn 5UTR inh -15, Platelet DG rel 9, AI-2 QS mod 20, HIF activator 0.3 and IEC-6 cytotox 2.
`Cc1ccccc1OCC(=O)N/N=C/C=C/c1ccccc1` gave HSF1 activator -11, HSF1 inhib 1, HSP90 inh 2, KLF5 inh 12, aSyn 5UTR inh 5, Platelet DG rel 0, HDAC3 inhib -2, AI-2 QS mod 7, HIF activator 0.0 and IEC-6 cytotox 6.
For O=C(O)/C=C/C(=O)Nc1cccc(C(F)(F)F)c1 the results were HSF1 activator -22, HSF1 inhib 0, HSP90 inh 3, KLF5 inh -23, aSyn 5UTR inh -8, Platelet DG rel 10, HDAC3 inhib 0, AI-2 QS mod -7, HIF activator 0.1 and IEC-6 cytotox 1.

Screens from PubChem BioAssay.

Random draw from the library. About 5% of those tested had a hit in this group.
